Screening results: PubChem, several laboratories
HTR1E antagonist: 5-HT1E (human) receptor antagonism; AID 571; inhibition, % at 6 µM; CHO 5-HT1E Ga15 NFAT-bla reporter, FRET, antagonist; P28566; 65,000 compounds, 0.99% hits;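 active = inhibition above a set limit, the mean inhibition across every tested compound plus 3 SD, cut at about 29% in these data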;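 also: signal is the 460 over 535 nm emission ratio of beta-lactamase substrate; 0% = agonist plus DMSO wells and 100% = wells without agonist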
Target sequence (P28566 whole entry, looked up): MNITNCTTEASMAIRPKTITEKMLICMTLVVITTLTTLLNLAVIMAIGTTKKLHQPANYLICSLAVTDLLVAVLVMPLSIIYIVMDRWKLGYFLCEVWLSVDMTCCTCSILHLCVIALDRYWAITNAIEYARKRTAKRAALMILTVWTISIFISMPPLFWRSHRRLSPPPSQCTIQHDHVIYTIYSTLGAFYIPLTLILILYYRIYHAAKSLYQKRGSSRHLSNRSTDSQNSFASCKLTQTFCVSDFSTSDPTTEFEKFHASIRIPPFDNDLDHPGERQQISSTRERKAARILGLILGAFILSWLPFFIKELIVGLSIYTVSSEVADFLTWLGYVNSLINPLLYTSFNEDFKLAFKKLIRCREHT
M1 agonist: M1 muscarinic receptor agonism; 64,000 compounds, 3% hits; AID 626; CHO-M1 cells, Fluo-4 calcium fluorescence, agonist mode; stronger effect = higher value; B-score at 10 µM;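 active = fluorescence rise, raw or as B-score row- and column-corrected plate score, outside the 99.7% band of its plate's samples, either direction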
S1P1 ag pot: activates or potentiates agonism at human S1P1 receptor. S1P1 CRE-bla cells, forskolin, beta-lactamase FRET, potentiator mode; S1P1 agonist co-added at EC20, 2 nM; 100% = saturating reference agonist, 0% = basal. 56,000 compounds, 0.57% hits. activation, % at 9.5 µM. P21453;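 active = activation above a cutoff set at the mean activation of all tested compounds plus 3 SD, cut at about 54% in these data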;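 also: forskolin at 4 µM as EC80 and the EC20 agonist is SEW2871; 100% = SEW2871 at its EC100 plus forskolin at EC80; some compounds past the cut are filed as inactive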
M1 antag: antagonists of rat M1 muscarinic receptor | 64,000 compounds, 3.4% hits | CHO-M1 cells, Fluo-4 calcium, ACh EC80 antagonist mode; stronger effect = lower value | B-score at 10 µM | P08482;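 active = calcium fluorescence response, raw or row-and-column corrected B-score, differing from the plate sample mean either way at a set confidence level, mostly lower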
Target sequence (P08482 whole entry, looked up): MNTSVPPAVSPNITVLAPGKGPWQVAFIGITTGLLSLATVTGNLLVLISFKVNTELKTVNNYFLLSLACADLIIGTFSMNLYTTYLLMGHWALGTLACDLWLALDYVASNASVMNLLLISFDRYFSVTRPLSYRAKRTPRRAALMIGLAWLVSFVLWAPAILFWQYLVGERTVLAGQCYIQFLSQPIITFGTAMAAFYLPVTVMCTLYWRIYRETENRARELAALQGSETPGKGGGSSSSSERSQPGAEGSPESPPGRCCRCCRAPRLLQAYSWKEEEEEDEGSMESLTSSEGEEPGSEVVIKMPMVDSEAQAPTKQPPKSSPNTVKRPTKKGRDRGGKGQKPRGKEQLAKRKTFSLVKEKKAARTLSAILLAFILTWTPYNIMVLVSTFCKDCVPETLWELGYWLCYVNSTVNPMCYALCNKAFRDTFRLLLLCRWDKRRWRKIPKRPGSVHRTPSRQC
5HT1a ag: activates the human 5-HT1a serotonin receptor. CHO 5-HT1a Ga15 NFAT-bla reporter, FRET ratio; 0% basal, 100% maximal reference agonist. activation, % at 10 µM. 65,000 compounds, 0.56% hits. AID 567;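 active = activation above the screen-wide mean activation plus 3 SD, cut at about 19% in these data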;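 also: 0% = DMSO wells and 100% = 5-CT at EC100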
5-HT1A blocker: 5-HT1a (human) receptor antagonism | inhibition, % at 10 µM | P08908 | 62,000 compounds, 0.68% hits | CHO 5-HT1a Ga15 NFAT-bla reporter, antagonist mode;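 active = inhibition above the mean of all tested compounds plus 3 SD, cut at about 43% in these data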;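 also: receptor stimulated by 5-CT agonist at 100 nM near EC80; beta-lactamase reporter measured by ratiometric fluorescence of a cleavable substrate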
5HT1E ag: 5-HT1E (human) receptor agonism. P28566. activation, % at 6 µM. 65,000 compounds, 0.69% hits. CHO 5-HT1E Ga15 NFAT-bla reporter, FRET; 0% DMSO wells, 100% control agonist wells;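 active = activation above a set limit, the screen-wide mean activation plus 3 SD, cut at about 8.5% in these data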;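 also: 100% = positive control agonist at 1 µM giving full maximal response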
S1P3 agonist: activates the human S1P3 receptor | Q99500 | S1P3 NFAT-BLA reporter cells, agonism, FRET ratio; relative to 1 µM S1P, basal subtracted | activation, % at 4.5 µM | 60,000 compounds, 0.1% hits | AID 373;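 active = activation above the screen-wide mean plus 3 SD, cut at about 4.5% in these data, passing the limit was not always enough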; also: some compounds called inactive have numbers as strong as hits
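Assay system: stable CHO line with human S1P3, Gα16, NFAT-BLA reporter; Detection: FRET β-lactamase substrate fluorescence, excitation 405 nm, 460/535 nm emission ratio, background-subtracted; Read-out: percent activation versus median 1 µM S1P response, basal-subtracted, per plate; Incubation: cells plated overnight, compound 4 h 37 °C, substrate 2 h RT.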
Jurkat viability: reduces viability or proliferation of Jurkat cells. Jurkat E6.1 viability, ATP luminescence, 48 h. inhibition, % at 4 µM. 56,000 compounds, 1.2% hits;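 active = inhibition above the mean inhibition of all tested compounds plus 3 SD, cut at about 28% in these data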
* hit, by the source's call; . = not tested or not shown.

SMILES	HTR1E antagonist	M1 agonist	S1P1 ag pot	M1 antag	5HT1a ag	5-HT1A blocker	5HT1E ag	S1P3 agonist	Jurkat viability
COCCNC(=O)c1cnn2c(C(F)(F)F)cc(-c3ccc4c(c3)OCO4)nc12	-7	6	-6	-1.1	-0.5	-16	-1.0	0.2	-6
CCC(C)NC(=O)C1c2ccccc2C(=O)N1Cc1ccccc1OC (configuration not stated)	-13	-0.85	-6	-0.27	-8.4	4	-0.4	-0.8	-2
O=C(NC1CCCCC1)C1CCN(S(=O)(=O)c2cccs2)CC1	-8	-0.084	.	-0.19	1.5	-12	-0.8	.	.
O=C(NCc1ccc2c(c1)OCO2)C1CCN(S(=O)(=O)c2cccc3nsnc23)CC1	5	0.059	-1	-0.0035	-2.0	-1	-0.9	1.1	-1
CCN(C(=O)CSc1nnnn1-c1cc(C)ccc1OC)C1CCS(=O)(=O)C1 (configuration not stated)	-3	0.49	.	-0.2	-1.5	-4	-0.5	.	.
CN1C(=S)SC(N(O)C(=O)Nc2ccccc2)C1(C)C (configuration not stated)	6	0.29	22	0.048	-0.3	.	-0.9	-3.3	.
Cc1noc(NS(=O)(=O)c2ccc(N3C(=O)c4ccccc4C3=O)cc2)c1C	6	0.43	-6	-0.14	-1.9	1	-0.4	-1.1	7
COc1ccccc1Nc1nc(N)nc(CN2CCN(c3ccccc3)CC2)n1	-3	.	9	.	-2.1	-6	0.1	-0.3	-4
CC(CN1CCOCC1)C(=O)O (configuration not stated)	2	.	-18	.	-1.1	-5	-0.6	-1.6	-2
CCOC(=O)N1CCC(NC(=O)CN2C(=O)C(CC)Oc3ccc(C)cc32)CC1 (configuration not stated)	-4	-0.43	-6	-5.7*	-0.5	-2	0.0	-1.3	-2
COc1cc2c(cc1OC)C1(CCCC1)CNC2C (configuration not stated)	-1	-0.75	-34	-0.21	0.4	5	-0.1	-1.3	7
CCNS(=O)(=O)c1ccc(NC(=O)Cc2ccc(F)cc2)cc1	7	0.056	0	-5.5*	-2.8	0	-0.3	0.0	0
CC(C)Oc1cccc(-c2cc(C(=O)N3CCN(S(C)(=O)=O)CC3)c3ccccc3n2)c1	13	3.6*	2	0.09	2.9	-9	0.8	-0.7	-5
COc1ccc(C(c2nnnn2C2CCCCC2)N2CCN(c3ccccc3)CC2)cc1 (configuration not stated)	3	-0.63	13	0.52	-0.5	52*	-0.5	-1.6	6
CCC(=O)Nc1c(C#N)c2nc3ccccc3nc2n1-c1ccc(C)cc1	2	4.3*	15	0.42	7.3	12	1.6	0.7	1
COCCn1nnnc1C(c1ccc(OC)c(OC)c1)N1CCN(c2nc3ccccc3s2)CC1 (configuration not stated)	6	0.22	-1	-0.14	1.6	9	-0.1	-0.8	-4
CC(CCc1ccccc1)NC(=O)c1ccncc1 (configuration not stated)	-6	-0.65	.	0.64	-0.3	15	-1.4	-2.1	6
CCN(CC)CCN1C(=O)C(=O)/C(=C(/O)c2ccc(C)cc2)C1c1cccnc1 (configuration not stated)	-8	0.38	-7	0.015	0.6	.	0.1	-1.0	.
O=C(Cn1nc(-c2ccc(Cl)cc2)ccc1=O)NCCN1CCOCC1	-8	1.1	-11	-0.37	-1.6	-4	1.1	0.3	-3
CC(C)n1c(N2CCN(C(=O)NCc3ccccc3)CC2)nc2ccccc21	-8	2.7	-6	-1.1	0.8	-3	-0.2	-0.8	2

As entered above:
Result for `CC(CN1CCOCC1)C(=O)O` (configuration not stated) in HTR1E antagonist: 2
Result for `CCC(=O)Nc1c(C#N)c2nc3ccccc3nc2n1-c1ccc(C)cc1` in M1 agonist: 4.3*

Remaining list, next part.
SMILES	HTR1E antagonist	M1 agonist	S1P1 ag pot	M1 antag	5HT1a ag	5-HT1A blocker	5HT1E ag	S1P3 agonist	Jurkat viability
CCc1ccc2c(CN(CC)Cc3nc4ccccc4c(=O)[nH]3)cc(=O)oc2c1	9	0.37	-14	-1.1	0.2	-11	0.0	-0.3	-3
COc1cccc(OC)c1C(=O)Nc1nnc(C(C)C)s1	-2	0.16	.	0.75	0.3	-10	-0.1	-0.7	5
CCOC(=O)C1=C(CS(=O)(=O)c2ccccc2)NC(=O)NC1c1ccccc1 (configuration not stated)	2	4.3*	14	0.21	-5.4	7	-0.7	-0.6	9
O=C(c1ccco1)N1CCN(S(=O)(=O)c2ccc(S(=O)(=O)NC3CCCC3)cc2)CC1	1	0.1	-16	1.3	0.1	14	1.6	0.1	5
CCOc1cc(C2C(C#N)=C(N)Oc3n[nH]c(-c4ccccc4)c32)ccc1O (configuration not stated)	3	1.2	-19	-0.052	-4.0	16	0.5	0.2	-2
Cc1cc(F)ccc1S(=O)(=O)Nc1c(C)n(C)n(-c2ccccc2)c1=O	0	-0.42	-4	-0.18	0.8	-3	0.6	0.0	-4
Cc1nn(-c2ccc(F)cc2)c2sc(C(=O)OC3CCOC3=O)cc12 (configuration not stated)	3	-0.66	-24	-0.32	-1.1	4	-0.7	-0.7	-6
Clc1ccc(Nc2nc(NCCN3CCOCC3)nc(N3CCOCC3)n2)cc1	-1	-0.67	-39	-0.23	-2.4	15	2.3	1.1	8
Cc1cc(C)nc(NC(=O)c2cnc3sccn3c2=O)n1	-5	0.79	-13	-0.25	-2.1	13	-0.9	-0.1	-3
COc1cccc(N2C(=O)C3CCCN3C2c2ccc(Cl)cc2)c1 (configuration not stated)	-7	-0.65	-14	-0.72	0.3	-11	-0.8	-0.2	-4
Cc1cccc2nc(C(F)(F)F)nc(=O)n12	14	0.11	-5	0.4	-2.5	10	-0.8	-1.4	13
Nc1cccc(-c2nc3ccc(N)cc3s2)c1	6	-0.068	-2	-0.028	-1.1	12	-0.8	-1.6	18
CN1CCc2c(sc3ncn4nc(-c5ccccc5O)nc4c23)C1	-4	-0.13	21	-3.7*	-0.4	.	-0.4	-1.2	.
CCOC(=O)c1[nH]c(C)c(C(=O)OCC(=O)N2CCCCC2C)c1C (configuration not stated)	6	-0.57	10	-0.11	-1.2	-5	-0.9	-0.4	-10
Cc1ccc(S(=O)(=O)N2CCOCC2)cc1C(=O)NCc1ccc(F)cc1	1	0.27	3	0.45	-3.3	3	0.0	-0.3	2
Cc1ccc(S(=O)(=O)N2CCN(C(=O)CN3CCN(C)CC3)C2)cc1	2	0.53	-8	0.013	-0.7	-2	-0.4	-0.2	1
CCOc1ccccc1NC1=NCC(=O)N1Cc1ccc(F)cc1	-7	-1.1	-21	-0.0035	-3.3	-5	0.3	-0.8	-2
O=C(Cn1c(=O)n(-c2ccccc2)c(=O)n1CC(=O)N1CCCCC1)N1CCCCC1	1	-0.68	-2	1	-1.6	2	1.9	-0.2	0
CCOc1nc(-c2ccccc2)ccc1-c1noc(-c2ccco2)n1	-9	0.14	63	-1.5	3.9	-8	-1.0	1.2	-5
N#Cc1ccccc1-n1c(N)c(C(=O)N2CCCC2)sc1=S	11	-0.54	.	0.088	-1.3	-37	-1.1	.	.
CC(c1cccnc1)N(CCN(C)C)C(=O)Nc1ccc(Cl)c(Cl)c1 (configuration not stated)	-2	-0.5	-2	0.65	-2.2	4	0.0	-1.1	7
CC(=O)Nc1ccc2c(c1)nc(CCNC(=O)c1ccccc1)n2C	-7	-0.63	8	0.31	-1.8	7	0.3	-0.4	-7
Cc1ccccc1CSc1nnc(C)n1N	8	-0.03	4	-0.43	0.7	9	-2.0	-0.6	-7
CCN1C(=O)C2(Nc3ccccc3-c3nc4ccccc4n32)c2cc(OC)ccc21 (configuration not stated)	1	0.43	-12	1	-1.4	-4	-1.0	0.0	2
CC(=O)c1ccc(OCC(O)CN2CCN(CCO)CC2)cc1 (configuration not stated)	8	-0.6	2	0.37	0.7	-3	0.7	-0.8	5
O=C(O)C1C2C=CC3(CN(C/C=C/c4ccccc4)C(=O)C13)O2 (configuration not stated)	-7	.	-6	.	-1.1	-5	-0.2	-0.1	3
CS(=O)(=O)Nc1ccc(-c2n[nH]c(=S)n2-c2ccccc2)cc1	-2	-0.16	.	0.21	0.6	3	-0.4	-0.1	1
CC(=O)c1c(C)[nH]c(C(=O)N2CCN(c3ncccn3)CC2)c1C	-7	-1.2	-7	0.036	-2.6	11	-0.2	-0.5	4
CCc1nc(N2CCN(C(=O)c3ccco3)CC2)c2oc3ccccc3c2n1	-1	2	-11	-1.5	6.1	9	0.6	-0.8	16
Cn1c(=O)c2c(nc(CN3CCN(C(=O)c4ccco4)CC3)n2Cc2ccc(Cl)cc2)n(C)c1=O	-2	0.038	-8	0.29	0.7	-7	0.5	0.5	0
Cc1nc(NC2=NCN(CCCN3CCOCC3)CN2)nc2c(C)cccc12	-14	-1.6	-26	-7.4*	-0.7	-11	15*	0.2	-3
Cc1nc2c(ccc3nc(NC(=O)c4ccc(S(=O)(=O)N(C)C)cc4)sc32)s1	4	0.19	-28	0.35	-2.6	0	0.2	-0.3	18
CC1(C)Cn2c(nnc2-c2cccc(O)c2)S1	-10	0.58	10	-0.0039	1.9	23	-1.8	0.3	5
COC(=O)c1cccc(NS(=O)(=O)c2cccs2)c1C	5	-1.3	-12	-0.59	-1.6	-6	-0.2	0.1	-2
COc1cccc(CC(NC(C)=O)C(=O)NC2CCN(c3nc(C)cc(C)c3C#N)CC2)c1OC (configuration not stated)	2	.	5	.	-0.9	-6	-0.7	-1.0	-7
COc1cccc(CNc2ccc(S(N)(=O)=O)cc2)c1OC	-2	0.033	-1	0	-2.0	1	-0.7	-0.6	10
COc1ccccc1NC(=O)c1nc[nH]c1C(=O)Nc1ccccc1OC	-4	-0.17	-14	0.53	-3.9	5	2.3	0.1	11
Cc1cccc(N2CCN(C(=O)c3ccc(N4CCCC4=O)cc3)CC2C)c1 (configuration not stated)	-4	-0.36	-8	-0.72	-4.0	5	0.7	-0.9	0
COc1ccc(-c2nnc(SCC(=O)c3[nH]c(C)c(C(C)=O)c3C)o2)cc1	12	-1	31	-1.1	-3.1	-5	1.8	0.2	1
COc1cc(C(=O)Nc2ccc(N(C)C)cc2)cc(OC)c1OC	3	0.27	-9	-0.36	-3.3	6	-0.2	-0.7	7
COc1ccc(CCNC(=O)CSc2nnc(-c3cccc(C)c3)o2)cc1OC	5	0.34	2	-0.25	-0.8	-2	-0.4	-0.4	1
CCOC(=O)c1[nH]c2cc(OC)c(OC)cc2c1NC(=O)c1nonc1C	2	0.23	.	0.95	1.8	-13	1.0	.	.
COc1ccc(C(=O)N2CCC(C(=O)Nc3ccccc3OC)CC2)cc1	5	0.19	0	-5*	-0.8	-13	-1.2	-0.6	1
Cc1cc(N2CCN(S(=O)(=O)Cc3ccccc3)CC2)n2ncnc2n1	-18	0.17	-2	0.46	-0.6	-14	0.9	-0.1	8
CCc1ccc(C(=O)N2CCN(c3ccc(F)cc3)CC2)s1	11	-1.4	30	-6.5*	-1.3	12	-3.0	-0.3	0

Compounds from the list above containing a COOH group, in the order listed:
SMILES	HTR1E antagonist	M1 agonist	S1P1 ag pot	M1 antag	5HT1a ag	5-HT1A blocker	5HT1E ag	S1P3 agonist	Jurkat viability
CC(CN1CCOCC1)C(=O)O (configuration not stated)	2	.	-18	.	-1.1	-5	-0.6	-1.6	-2
O=C(O)C1C2C=CC3(CN(C/C=C/c4ccccc4)C(=O)C13)O2 (configuration not stated)	-7	.	-6	.	-1.1	-5	-0.2	-0.1	3
